CHO-K1 Ca PAM: M1 PAM counterscreen hit in parental CHO-K1 cells. ATP EC20, Fluo-8 calcium fluorescence; 0% at ATP EC20, 100% at ATP max. 0.02% of 360,000 active. AID 602247. activation, % at 3 µM;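 active = activation above the run cutoff, the mean activation of all test compounds plus 3 SD, cut at about 40% in these data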;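 also: peak over basal fluorescence ratio in a 140 s read after ATP addition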
M4 PAM: positive allosteric modulators of human muscarinic M4 receptor | 0.4% of 360,000 active | activation, % at 3 µM | P08173 | CHO-K1 hM4/Gqi5, Fluo-8 calcium fluorescence, ACh EC20; 0% = ACh EC20, 100% = maximal ACh;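 active = activation above its plate's cutoff, the mean activation of sample wells plus 3 SD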; also: some results filed as inactive read as strong as hits
CHRM5 PAM: CHRM5 positive allosteric modulation. P08912. CHO-K1 hM5, Fluo-8 calcium, ACh EC20 PAM; 0% = ACh EC20, 100% = ACh EC100. activation, % at 3 µM. 0.3% of 360,000 active. AID 624038;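 active = activation above the run cutoff, the mean activation of all test compounds plus 3 SD, cut at about 18% in these data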
Target sequence (P08912 whole entry, looked up): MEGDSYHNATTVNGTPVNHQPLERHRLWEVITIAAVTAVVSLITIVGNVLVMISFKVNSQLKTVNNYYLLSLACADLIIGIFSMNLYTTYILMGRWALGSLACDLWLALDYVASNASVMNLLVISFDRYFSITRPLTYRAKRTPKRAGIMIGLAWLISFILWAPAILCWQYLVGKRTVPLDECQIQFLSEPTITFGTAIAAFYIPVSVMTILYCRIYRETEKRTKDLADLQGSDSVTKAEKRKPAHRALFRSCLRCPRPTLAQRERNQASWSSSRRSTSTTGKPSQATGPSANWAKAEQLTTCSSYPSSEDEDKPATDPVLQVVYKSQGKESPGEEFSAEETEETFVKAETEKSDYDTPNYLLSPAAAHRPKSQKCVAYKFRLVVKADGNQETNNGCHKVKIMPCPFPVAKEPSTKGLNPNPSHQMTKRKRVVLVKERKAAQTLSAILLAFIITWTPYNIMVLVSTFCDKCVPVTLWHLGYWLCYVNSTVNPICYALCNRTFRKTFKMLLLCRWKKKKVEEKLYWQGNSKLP
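Assay system – human M5 receptor in CHO-K1 cells · Read-out – % activation, ACh-normalized · Technique – Fluo-8 calcium fluorescence · Dosing – single-point, 3 µM nominal · Incubation – Fluo-8 loading 80 min at 37 °C plus 30 min room temperature · Repeats – singlicate, one well per test compound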
CHRM5 agonist: agonists of human muscarinic M5 receptor (CHRM5); P08912; CHO-K1 hM5 cells, Fluo-8 calcium fluorescence; 0% DMSO wells, 100% maximal acetylcholine response; activation, % at 3 µM; 0.19% of 360,000 active; AID 624037;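 active = activation above the run's mean over test compounds plus 3 SD, cut at about 23% in these data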;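 also: signal is peak over basal fluorescence ratio across the kinetic read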
M4 ag: CHRM4 agonism in calcium assay; CHO-K1 hM4/Gqi5, Fluo-8 calcium fluorescence; vehicle 0%, full acetylcholine response 100%; activation, % at 3 µM; 0.14% of 360,000 active; AID 624127;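 active = activation above the run mean over all test wells plus 3 SD, cut at about 32% in these data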;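 also: peak over basal fluorescence ratio per well then scaled between controls; 0% = DMSO wells and 100% = acetylcholine at EC100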
M1 ag parental: counter-screen for M1 agonists: effect in parental CHO-K1 cells. 0.48% of 360,000 active. activation, % at 3 µM. Fluo-8 calcium fluorescence; scaled to maximal ATP response, vehicle zero; in the data active = activation above about 15%;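 also: untransfected CHO-K1 host cells lacking M1 receptor as counterscreen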
M4 antag: CHRM4 antagonism in calcium assay | CHO-hM4 cells, ACh EC80, Fluo-8 calcium fluorescence | AID 624125 | 0.73% of 360,000 active | P08173 | inhibition, % at 3 µM;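 active = inhibition above its plate's cutoff, the mean inhibition of sample wells plus 3 SD, cut at about 27% in these data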;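 also: 0% = acetylcholine EC80 with DMSO and 100% = DMSO without agonist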
CHO-K1 Ca antag: nonselective inhibitor or artifact in parental CHO-K1 cells | ATP-induced calcium, Fluo-8 fluorescence | AID 602250 | inhibition, % at 3 µM | 0.6% of 360,000 active;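 active = inhibition above a per-plate cutoff, the plate's mean sample inhibition plus 3 SD, cut at about 24% in these data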;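 also: 0% = DMSO plus EC80 ATP and 100% = DMSO alone without ATP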
CHRM5 antagonist: CHRM5 antagonism in calcium assay. P08912. CHO-hM5 cells, Fluo-8 calcium fluorescence, ACh EC80. inhibition, % at 3 µM. 0.59% of 360,000 active;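 active = inhibition above a per-plate cutoff, the mean of that plate's test compounds plus 3 SD, cut at about 27% in these data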;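 also: 0% = acetylcholine EC80 with DMSO and 100% = DMSO without agonist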
* marks the source's active call; other numbers are inactive results.

SMILES	CHO-K1 Ca PAM	M4 PAM	CHRM5 PAM	CHRM5 agonist	M4 ag	M1 ag parental	M4 antag	CHO-K1 Ca antag	CHRM5 antagonist
O=S(=O)(N1CCCCCC1)N1CCN(S(=O)(=O)N2CCOCC2)CC1	-9	-5	-2	0	0	-0.1	14	14	0
CCn1c(C)c(C(C)=O)c(N2CCN(c3ccccc3)CC2)nc1=S	8	-8	-5	-8	0	0.6	2	-6	-6
N/C(=N\OC(=O)Cc1cccs1)c1ccccc1	22	6	0	-1	-1	0.5	1	-16	1
CCC1CCc2sc(C(=O)NNC(=O)c3ccncc3)cc2C1 (configuration not stated)	18	1	-1	2	5	1.7	-3	-7	2
COC(=O)Nc1nnc(CCc2ccccc2)s1	6	4	4	-1	1	0.6	-5	-7	-6
Cc1cc2nc(-c3cccnc3SCC(=O)NC(C)C)[nH]c2cc1C	15	-5	3	1	1	16*	8	-3	4
COC(=O)c1ccccc1NC(=O)CN1CCN(C(=O)c2ccco2)CC1	3	-3	-11	2	7	1.1	-2	17	7
O=C(Nc1cc2c(ccc3ccccc32)oc1=O)C1CCCCC1	8	3	-2	0	0	0.7	1	-13	4
CC1(C)Cc2c(sc3c2c(=N)n(Cc2ccco2)c(=O)n3CC(=O)Nc2ccc(Cl)cc2)CO1	21	5	5	-6	10	1.4	-11	-12	2
Cc1ccc(C(=O)O)c(C(=O)Nc2nc(C)cs2)c1	16	-3	5	2	0	0.4	10	-3	-7
O=C(CCN1C(=O)/C(=C/c2ccccc2Cl)SC1=S)NC1CCS(=O)(=O)C1 (configuration not stated)	16	1	5	0	1	-0.1	-7	0	-11
S=C(NCc1ccco1)Nc1ccc(Br)cn1	22	-5	2	-4	0	0.4	-10	-14	-14
O=C(O)c1ccccc1C(=O)NCc1ccccc1	17	7	0	-4	0	0.6	-3	-8	-6
COc1ccc(Cl)cc1-c1cc(C(=O)Nc2ccc(C)c(NS(C)(=O)=O)c2)[nH]n1	2	-8	-6	2	16	2.7	2	8	6
CCN(CC)CC(O)COCCC12CC3CC(CC(C3)C1)C2 (configuration not stated)	22	10	-3	-3	8	4.8	-11	-9	9
Fc1ccccc1Cn1nnc2c(NCCc3ccccn3)ncnc21	16	7	3	-1	2	1.0	3	-3	-5
O=[N+]([O-])c1ccc(COc2cccc(CN3CCCCC3)c2)cc1	3	-6	-5	-1	3	1.9	-9	-10	7
O=C1CC(N2CCN(c3ccc(Cl)cc3)CC2)C(=O)N1c1ccc(F)cc1 (configuration not stated)	0	4	-2	2	2	0.1	2	-3	3
Cc1ccc(C(=O)Cn2nnc3c(sc4nc5c(c(-c6ccccc6)c43)CCC5)c2=O)cc1	-3	2	2	1	1	0.5	-7	-10	-4
N/C(=N\OC(=O)c1cccc(Br)c1)c1ccccn1	4	1	0	-4	3	2.9	-1	-8	3
Cc1ccc(NC(=O)CSc2nc3[nH]ncc3c(=O)[nH]2)cc1	24	7	-2	-4	0	0.1	3	-1	-2
CN(C)S(=O)(=O)N1CCCC(C(=O)c2ccc(-c3ccccc3)cc2)C1 (configuration not stated)	-10	-3	0	1	2	0.3	-3	-3	5
O=C(Nc1ccc(F)cc1)c1ccccc1CC[N+](=O)[O-]	12	10	7	-1	0	0.1	1	-4	-2
CC(Cl)=CCn1c(NCCc2ccccc2)nc2c1c(=O)n(C)c(=O)n2C	-13	-1	0	0	1	-0.1	1	24	1
COC(=O)C1C(=O)c2c([nH]c(C(=O)OC3CCCCCC3)c2C)CC1C (configuration not stated)	9	5	-1	-1	1	0.2	-1	4	1
(list continues)
SMILES	CHO-K1 Ca PAM	M4 PAM	CHRM5 PAM	CHRM5 agonist	M4 ag	M1 ag parental	M4 antag	CHO-K1 Ca antag	CHRM5 antagonist
CC(C)NC(=O)COC(=O)C1CSC2(c3ccc(Br)cc3)CCC(=O)N12 (configuration not stated)	-10	1	4	2	2	0.7	-4	-2	0
CC1CCN(C(=O)CCn2c(=O)oc3ccc(Cl)cc32)CC1	-1	10	0	1	1	0.1	0	6	-10
CCC(C)NC(=O)CSc1nnc(-c2cc(-c3ccc(C)cc3)nc3ccccc23)n1N (configuration not stated)	15	2	-5	-8	4	0.7	-5	-16	-2
CC(=O)N1CCCc2ccc(NS(=O)(=O)c3ccc(C)cc3)cc21	-2	-4	-12	8	8	3.4	-10	-5	4
CC(=O)c1cn(CC(=O)Nc2ccccc2)c2ccccc12	6	-13	-11	3	8	7.8	6	0	10
CC12CCC(C(=O)CC1=O)C2(C)C (configuration not stated)	17	10	3	0	0	0.5	-16	-14	-4
CCCOC(=O)c1ccc(NC(=O)c2cc(=O)[nH]c3ccccc23)cc1	17	4	-1	0	0	0.6	-5	-15	7
CCOc1ccc2nc(SCC(=O)NCC3CCCO3)sc2c1 (configuration not stated)	-6	-3	-4	0	4	1.1	9	-6	6
CCN(CC)c1cc2nonc2c2nonc12	16	2	-2	-4	0	1.5	-3	-18	6
CC1(C(=O)NS(=O)(=O)c2ccccc2)CCN1C(=O)C1(c2ccccc2)CCCC1 (configuration not stated)	16	5	-4	1	1	0.4	-9	-6	-1
O=C(CCl)NC(Cc1ccccc1)c1ccccc1 (configuration not stated)	7	4	-8	-6	1	1.4	0	-18	-12
CCCOc1ccc(CSCCNC(=S)Nc2ccccc2)cc1	-3	-9	-15	-4	3	0.4	5	7	13
Cc1[nH]n(-c2ccccc2)c(=O)c1N=Nc1cccc(C(=O)O)c1	-16	-2	0	-1	0	-0.3	2	8	13
OC1(c2ccccc2)CNCCc2ccccc21 (configuration not stated)	17	3	-3	-5	3	2.7	-3	-15	15
Oc1ccc(C=NN=C2c3ccccc3-c3ccccc32)c(O)c1	26	8	4	5	2	0.5	-10	-21	2
CCOC(=O)c1oc2ccccc2c1COC(=O)CNC(=O)c1ccc(C)cc1	-21	-1	1	-2	2	-0.5	-10	22	1
O=[N+]([O-])c1ccc2n[nH]nc2c1	14	-3	-5	-2	1	0.7	1	-8	-1
Cc1ccc(C(=O)NCCNS(C)(=O)=O)cc1	7	-13	-13	-1	10	3.5	-10	2	10
Cc1c(C(=O)NN)nn(-c2ccc(F)cc2)c(=O)c1C#N	-1	-1	4	-1	-1	0.7	-2	-11	-6
COc1ccccc1OCCCn1c(=O)sc2ccccc21	-1	0	-5	-4	-1	0.7	0	16	2
COc1ccc(N=C2C(=Nc3ccc(OC)cc3)N(c3ccccc3)C(=S)N2C(=O)c2ccc(Cl)cc2)cc1	17	13	0	-1	0	0.6	7	-3	3
CCCCNS(=O)(=O)c1ccc2nc(SCC(=O)Nc3ccccc3Cl)[nH]c2c1	19	-6	-7	0	6	4.7	-1	-5	3
CCN(CC)CCNS(=O)(=O)c1ccc(/C=C/C(=O)O)cc1	5	6	5	4	3	-0.5	-8	-11	10
COc1ccccc1-c1nc(C#N)c(N2CCN(Cc3ccccc3)CC2)o1	14	-6	-6	-4	3	1.4	3	2	5
O=C(NCCc1ccccn1)c1c(-c2ccccc2)sc2ccccc12	-4	-12	-18	1	14	5.8	13	-9	7

Rewritten with two lines to a compound: part of the list above.
Results follow in this order: CHO-K1 Ca PAM, M4 PAM, CHRM5 PAM, CHRM5 agonist, M4 ag, M1 ag parental, M4 antag, CHO-K1 Ca antag, CHRM5 antagonist
COC(=O)c1ccccc1NC(=O)CN1CCN(C(=O)c2ccco2)CC1
 : 3, -3, -11, 2, 7, 1.1, -2, 17, 7
O=[N+]([O-])c1ccc2n[nH]nc2c1
 : 14, -3, -5, -2, 1, 0.7, 1, -8, -1

New compounds follow.
SMILES	CHO-K1 Ca PAM	M4 PAM	CHRM5 PAM	CHRM5 agonist	M4 ag	M1 ag parental	M4 antag	CHO-K1 Ca antag	CHRM5 antagonist
Cc1c2ccncc2cc2c1[nH]c1ccccc12	-9	-1	2	-7	2	0.2	-3	-5	8
CS(=O)(=O)N(CC(=O)NCc1ccco1)c1ccc(Cl)c(C(F)(F)F)c1	10	0	-5	3	3	1.4	14	-4	8
COC(=O)c1cc(COC(=O)c2ccc3ccccc3n2)oc1C	5	-7	-10	3	8	2.0	-8	-4	-1
COC(=O)c1ccc(C(=O)OC)c(NC(=O)/C=C/C(=O)O)c1	-9	4	9	-4	0	0.6	10	-3	-6
O=C(OCC(=O)N(C1CCCCC1)C1CCCCC1)c1ccccc1O	14	-10	0	-3	5	-0.4	1	-20	6
COc1cc(OC)c(C2C(C#N)=C(C)NC(C)=C2C#N)c(C(=O)O)c1	0	0	3	1	0	-0.3	0	-8	-4
CCn1cc(C2=NC(CCSC)CO2)c2ccccc21 (configuration not stated)	7	-5	5	-6	0	0.8	8	-13	7
Cc1cc2c(cc1C)-c1nnnn1C(C)(C)C2	11	-6	-4	-3	0	0.4	9	-9	5
CCS(=O)(=O)c1ccc2c(c1)N(S(C)(=O)=O)CC(C(=O)NN)O2 (configuration not stated)	13	-7	-12	-2	9	2.4	-1	0	1
COc1cccc(C(=O)COc2ccc(NC(=O)c3cccs3)cc2)c1	-23	1	-7	1	6	2.8	-2	15	8

An excerpt from above in order of SMILES length, smallest number first.
SMILES	CHO-K1 Ca PAM	M4 PAM	CHRM5 PAM	CHRM5 agonist	M4 ag	M1 ag parental	M4 antag	CHO-K1 Ca antag	CHRM5 antagonist
Cc1c2ccncc2cc2c1[nH]c1ccccc12	-9	-1	2	-7	2	0.2	-3	-5	8
COC(=O)c1cc(COC(=O)c2ccc3ccccc3n2)oc1C	5	-7	-10	3	8	2.0	-8	-4	-1
COC(=O)c1ccc(C(=O)OC)c(NC(=O)/C=C/C(=O)O)c1	-9	4	9	-4	0	0.6	10	-3	-6
COc1cc(OC)c(C2C(C#N)=C(C)NC(C)=C2C#N)c(C(=O)O)c1	0	0	3	1	0	-0.3	0	-8	-4
CS(=O)(=O)N(CC(=O)NCc1ccco1)c1ccc(Cl)c(C(F)(F)F)c1	10	0	-5	3	3	1.4	14	-4	8
